Source: PubChem BioAssay (National Center for Advancing Translational Sciences (NCATS))
KCNH2 3.1 inh = KCNH2 3.1 (human) potassium channel inhibition; U2OS KCNH2 3.1, thallium flux FluxOr; active compounds read low; activity change, % (tested at about 1.8 µM); 340,000 tested, 0.95% active; AID 720553;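 active means maximum activity change below -70%; inconclusive means maximum activity change from -70% to -50%; inactive means maximum activity change above -50%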;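 further: thallium influx rate constant from kinetic fluorescence after stimulation buffer; on the % scale 0 is the no-effect control and ±100 the full control effect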
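Channel expression came from 3.1 mutant virus (1.77 x 10^8 /mL) applied to suspended U2OS cells for 4 h. Flux was tracked with FluxOr dye plus Red40 quencher, and kinetic rate constants normalized to controls.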
USP2a block = blocks human ubiquitin-specific protease USP2a; O75604; 330,000 tested, 0.01% active; USP2 core, Ub-CHOP2 coupled fluorogenic reporter, 485/531; Potency, µM (series often up to 38.3 µM), for the others: top-dose activity change, negative = inhibition, hits mostly inhibitors; AID 463254;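 further: potency means the concentration at half of the fitted maximal effect; plate controls were DMSO wells for no effect and full inhibition by NEM control for full effect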
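USP2 core (10nM final) preincubated 30min RT with compound in 20mM Tris-HCl pH 8.0, 2mM CaCl2, 2mM beta-mercaptoethanol, 0.05% CHAPS; 25nM Ub-CHOP2 plus 25nM reporter substrate added, fluorescence (Ex485/Em531) read after 60min.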
GALK inh = blocks human galactokinase activity; 270,000 tested, 0.007% active; Potency, µM (highest dose often 57.5 µM), without a hit: at the top dose activity change, negative = inhibition, hits mostly inhibitors; Purified GALK, Kinase-Glo residual ATP luminescence; P51570; further: potency means the concentration at half of the fitted maximal effect; on the % scale 0 is the no-effect control and ±100 the full control effect
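5 nM enzyme, 35 uM ATP, 100 uM galactose, 20 mM HEPES pH8.0, 5 mM MgCl2; 1 h RT; residual ATP by Kinase-Glo Plus luminescence, qHTS format.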
hERG WT inh = blocks the wildtype human KCNH2 potassium channel; U2OS, BacMam KCNH2, thallium flux FluxOr; active compounds read low; activity change, % at 1.84 µM; 340,000 tested, 0.37% active;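 active means maximum activity change below -70%; inconclusive means maximum activity change between -70% and -50%; inactive means maximum activity change above -50%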; further: on the % scale 0 is the no-effect control and ±100 the full control effect
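U2OS cells transduced with wild-type KCNH2 virus are loaded with FluxOr dye for 45 min, and thallium flux is measured in kinetic reads before and after stimulation buffer. Rate constants are normalized to DMSO controls.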
B2AR arrestin = agonists driving beta-arrestin recruitment to human beta2-adrenergic receptor; Potency, µM (highest dose often 46.1 µM), without a hit: top-dose activation, hits mostly activators; 330,000 tested, 0.02% active; beta-arrestin recruitment to beta2AR, cell-based reporter;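 further: potency means the concentration at half of the fitted maximal effect; 0% = DMSO controls and full agonism = EC100 isoproterenol or metaproterenol; nearly all actives have a fitted effect of over 65% in size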
Menin-MLL TR inh = displaces Texas Red mutant MLL peptide from human menin. Potency, µM (doses to about 61.6 µM), inactives show at the highest dose FP activity change, negative = inhibition, most hits filed as inhibitors. O00255. Menin + Texas Red MLL mutant peptide, fluorescence polarization. 270,000 tested, 0.23% active; active means well fitted inhibition curve with a large enough effect in the polarisation, with a control signal flat, not every such curve was filed as active; inconclusive means small, poorly fitted or top-dose-only effect, or effect the other way, or a change in a side signal; inactive means no such curve, though single readings can be large or run the other way; the % refers to the polarisation; further: potency means the concentration at half of the fitted maximal effect; % of control where 0% means no effect; many of its hits are not listed in these tables
PKM2 activator = activators of human pyruvate kinase M2; 260,000 tested, 0.34% active; Potency, µM (doses to about 57.5 µM), for the others: at the top dose activation, actives largely listed as activators; purified PKM2, Kinase-Glo ATP luminescence, activation; response scale: 0% is enzyme alone, no compound; further: potency means the concentration at half of the fitted maximal effect; on the % scale 0 is the no-effect control and ±100 the full control effect; nearly all actives have a fitted effect of over 55% in size
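Purified hPK-M2 (>95% pure) converted ADP (0.1 mM final) to ATP with 0.5 mM PEP in 50 mM imidazole pH7.2, KCl, MgCl2, Tween 20, BSA; 1 h at room temperature. ATP detected by Kinase-Glo luminescence.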
FBPA coupling cs = counter-screen for Giardia aldolase inhibitors: coupling enzyme system | coupling enzyme system counterscreen, AmpLite Red fluorescence | activity change, negative = inhibition, % at 58.2 µM, hits read low | 290,000 tested, 0.67% active; in the data active means activity change below about -30%; further: on the % scale 0 is the no-effect control and ±100 the full control effect
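Activity here indicates interference with the coupling reaction, not aldolase inhibition. Compounds at 57.5 uM final met coupling enzymes for 10 min at RT; substrate and AmpLite Red detection followed, with a 525/598 nm fluorescence read after 20 min.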
TRPV1 ag = human TRPV1 agonism | Q8NER1 | TRPV1-expressing cells, Fluo-8 calcium influx, agonist mode | AID 540275 | activation, % at 8.33 µM | 320,000 tested, 0.19% active; in the data active means activation above about 80%; inconclusive means between about 30% and that limit; further: 0% is about no effect
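TRPV1-expressing cells were cultured overnight at 35.5C and loaded with Fluo-8 calcium dye for 40 to 90 min at room temperature. After a 10 s baseline, compound was added and calcium influx was read kinetically for 3 min (ex 480/em 520 nm).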
MLL CXXC-DNA inh = inhibitors of human MLL CXXC domain-DNA interaction; Q03164; MLL-CXXC / FITC-HOXA9 DNA fluorescence polarization; Potency, µM (highest dose often 115 µM), for the others: top-dose activity change, negative = inhibition, usual class: inhibitors; 290,000 tested, 0.037% active; AID 2662; active means well fitted inhibition curve with a large enough effect in the polarisation, with a control signal flat, not every such curve was filed as active; inconclusive means small, poorly fitted or top-dose-only effect, or effect the other way, or a change in a side signal; inactive means no such curve, though single readings can be large or run the other way; the % refers to the polarisation; further: potency means the concentration at half of the fitted maximal effect
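Steps: dispense CXXC domain solution (7 uM) → pin compounds or unlabeled HOX-A9 DNA control → 5 min ambient → add FLSN-HOX-A9 solution (50 nM) → spin → 30 min ambient → fluorescence polarization. Tris pH 7.5/NaCl/DTT/BSA buffer.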
Giardia kill = Giardia lamblia killing. 340,000 tested, 0.15% active. Giardia lamblia trophozoite viability. activity change, % at 7.66 µM, hits read low; in the data active means activity change below about -80%; inconclusive means between about -30% and that limit;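 further: parasites exposed to compound for two days anaerobically before the ATP read; on the % scale 0 is the no-effect control and ±100 the full control effect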
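Luminescent ATP signal served as the viability read-out, measured 15-30 min after adding ATP detection reagent to trophozoites that had been incubated with compounds for 48 hrs at 37 deg C anaerobically at 100 cells/well.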
The depositor's hits bear a star; ? = inconclusive; . = not tested or not shown; & = joins results of further samples; [ ] = dose if it differs, or a comment. Unless noted, the call rests on the fitted dose curve; in most records, active means well fitted curve in the direction sought with a large enough effect; inconclusive means small, poorly fitted or top-dose-only effect, or another doubt; inactive means no such curve, though single readings can be large; an effect the other way counts as inactive or inconclusive. An excerpt; count on the stated rates, not on these rows.

SMILES	KCNH2 3.1 inh	USP2a block	GALK inh	hERG WT inh	B2AR arrestin	Menin-MLL TR inh	PKM2 activator	FBPA coupling cs	TRPV1 ag	MLL CXXC-DNA inh	Giardia kill
COc1ccc(CN2C(=O)c3ccccc3C2C(=O)NCCc2ccccc2)c(OC)c1 (stereo not given)	-10	-13%	-1%	-2	0.0%	-5%	0%	0	20	-9%	-13
Cc1ccc(S(=O)(=O)N2CCOCC2)s1	14	0%	0%	-13	-0.4%	.	-2%	.	1	2%	16
CCS(=O)(=O)C1=NN2C(=N)/C(=C\c3ccc(OC(=O)c4ccco4)cc3)C(=O)N=C2S1	2	0%	-2%	13	0.4%	.	.	.	0	-2%	36[activator]
Cc1ccccc1NC(=O)N1CCC(C(=O)c2ccc(F)cc2)CC1	2	1%	-2%	11	0.0%	-1%	-2%	5	6	-3%	3
O=C(Cn1c(NCCO)nc2ccccc21)c1ccco1	29	-1%	0%	5	0.1%	7%	-1%	-1	1	-5%	-2
Cc1ccc(C)c(NC(=S)NC2CC3CCCC(C2)N3CC(C)C)c1 (stereo not given)	-1	0%	1%	2	-0.1%	2%	6%	1	6	-7%	0
Fc1ccc(-c2n[nH]c(=S)n2Cc2ccccc2)cc1	5	2%	8%	-3	-1.1%	?	.	3	8	-18%	-1
Fc1ccc(Oc2nc(-c3ccccn3)nc3ccccc23)cc1	-5	4%	.	-2	0.2%	.	3%	2	20	-6%	-2
CC(C)CCNC(=O)CCCn1c(=O)[nH]c2ccc(Br)cc2c1=O	0	3%	0%	39	0.1%	?	-3%	5	-2	2%	-24
CC(C)n1c(-c2ccc(N(C)C)cc2)nc2ccccc21	-7	2%	-1%	3	-0.5%	-12%	-1%	-2	23	1%	-9&-14
O=C(CCC(=O)c1cccs1)NNC(=O)c1cccc(Cl)c1	0	1%	.	15	0.0%	.	.	.	-3	.	-20
O=C(O/N=C\c1ccc(N2CCOCC2)c([N+](=O)[O-])c1)c1ccccc1Cl	?	2%	.	3	0.2%	18%	-3%	-3	1	2%	4
c1ccc(CSc2nnc(-c3ccco3)o2)cc1	-5	-1%	1%	-13	-1.1%	.	3%	-2	5	-9%	20
CCOc1cc2c(cc1C(C)(C)C)NC(=O)CS2	9	1%	-3%	1	-0.3%	-10%	-1%	2	24	2%	-14
CCS(=O)(=O)N1CCC(C(=O)NCCCN2CCC(Cc3ccccc3)CC2)CC1	-10	3%	1%	38	0.0%	-10%	8%	-1	0	2%	-4
CN(C)S(=O)(=O)c1cccc(C(=O)NCCOC(=O)c2cc(F)c(F)cc2Cl)c1	15	2%	0%	-11	-0.4%	.	.	-1	16	22%	1
CC(C(=O)O)n1ncc2ccccc2c1=O (stereo not given)	10	11%	1%	-15	-0.7%	.	-1%	-1	0	4%	18
COc1ccc(OCc2nnnn2-c2ccccc2)cc1	-5	0%	-3%	-14	0.1%	-10%	21%	0	-1	1%	12
COc1ccc(-c2cc(C(=O)NC3CCCC3)c3ccccc3n2)cc1	9	-1%	-1%	-4	-0.7%	20%	1%[11.5 µM]	-1	15	-27%	-23
CCn1ncc([C@@H]2C[C@H]3CN(Cc4cccc(Cl)c4)C(=O)[C@]34CCCN24)c1C	12	9%	0%	-2	-0.7%	?	-14%	0	2	20%	-2
Cc1ccc(NC(=O)C2CC(=O)Nc3nc4ccccc4n32)c(C)c1 (stereo not given)	21	0%	1%	1	0.2%	.	-10%	3	1	7%	14
Cc1ccccc1NC(=O)C(=O)NCCc1c[nH]c2ccccc12	15	2%	-3%	-1	-0.1%	?	-5%	1	2	2%	-20
CCOC(=O)c1c(C)oc2c1c(CN1CCN(C(=O)OCC)CC1)c(O)c1ccccc12	-16	0%	-1%	-5	3.9%	-1%	-1%	-23	?	51%[activator]	-12
C/C(=N/NC(=O)CNC(=O)Cc1ccc(Cl)cc1)c1ccco1	4	0%	.	-3	0.0%	.	1%	6	2	2%	-22
COC(=O)C1=C(C)N(C2CCCC2)C(=O)C1(NC(C)=O)C(F)(F)F (stereo not given)	7	1%	3%	-13	-0.3%	44%[activator]	-6%	2	6	0%	-1

Only hERG WT inh, GALK inh and Giardia kill, for three of the compounds above:
structure	hERG WT inh	GALK inh	Giardia kill
O=C(CCC(=O)c1cccs1)NNC(=O)c1cccc(Cl)c1	15	.	-20
O=C(O/N=C\c1ccc(N2CCOCC2)c([N+](=O)[O-])c1)c1ccccc1Cl	3	.	4
c1ccc(CSc2nnc(-c3ccco3)o2)cc1	-13	1%	20

Look-ups from above:
USP2a block with C/C(=N/NC(=O)CNC(=O)Cc1ccc(Cl)cc1)c1ccco1 is entered as 0%
Giardia kill with O=C(CCC(=O)c1cccs1)NNC(=O)c1cccc(Cl)c1 is entered as -20
PKM2 activator with CC(C)CCNC(=O)CCCn1c(=O)[nH]c2ccc(Br)cc2c1=O is entered as -3%
Menin-MLL TR inh with CCS(=O)(=O)N1CCC(C(=O)NCCCN2CCC(Cc3ccccc3)CC2)CC1 is entered as -10%
Menin-MLL TR inh with O=C(O/N=C\c1ccc(N2CCOCC2)c([N+](=O)[O-])c1)c1ccccc1Cl is entered as 18%
PKM2 activator with CCOC(=O)c1c(C)oc2c1c(CN1CCN(C(=O)OCC)CC1)c(O)c1ccccc12 is entered as -1%
TRPV1 ag with Fc1ccc(-c2n[nH]c(=S)n2Cc2ccccc2)cc1 is entered as 8

(further entries)
SMILES	KCNH2 3.1 inh	USP2a block	GALK inh	hERG WT inh	B2AR arrestin	Menin-MLL TR inh	PKM2 activator	FBPA coupling cs	TRPV1 ag	MLL CXXC-DNA inh	Giardia kill
Cc1ccc(S(=O)(=O)N2CCN(Cc3nc4sc(C)c(C)c4c(=O)[nH]3)CC2)cc1	0	.	2%	31	.	-18%	-1%	0	2	0%	-9
O=C1CCCC2=C1C(c1ccccc1O)C1=C(CCCC1=O)O2	0	0%	2%	-15	-0.3%	0%	9%	-2	3	-2%	0
COc1ccc(-c2ccccc2[C@H]2[C@@H]3C=CC[C@@H](C)[C@@H]3C(=O)N2Cc2ccccc2)cc1	-6	-5%	.	-12	-0.4%	-7%	.	-3	.	.	17
O=C(Nc1ccc(F)cc1)C(c1ccccc1)N1CCN(S(=O)(=O)c2c(F)cccc2F)CC1 (stereo not given)	-15	1%	0%	46	0.4%	3%	2%	-1	1	8%	-16
COc1ccc(OCC(=O)O/N=C(\N)Cc2cccs2)cc1	28	-2%	0%	-7	-1.8%	-9%	-7%	-2	7	4%	6
COc1ccc(NC(=O)Cc2ccc(Cl)cc2)cc1NC(=O)c1ccco1	14	3%	1%	1	3.1%	9%	-3%	4	?	3%	11
Oc1ccc(-c2csc(Nc3ncccn3)n2)cc1O	10	1%	6%	2	0.1%	?	28%	-10	5	-8%	-2
COc1ccccc1-c1cc(C(=O)N2CCN(c3ccccc3)CC2)no1	-11	1%	0%	3	0.5%	5%	-1%	0	-2	2%	-2
COc1ccc(N2CCN(C(C)=C3C(=O)c4ccccc4C3=O)CC2)cc1	0	3%	-2%	-1	-0.3%	-5%	-2%	-6	1	-15%	13
COc1ccc(CCNC(=O)CN2C(=O)COc3ccc(S(=O)(=O)N4CCCC4)cc32)cc1OC	3	-1%	7%	-1	4.2%	18%	1%	-5	2	5%	-9
O=C(NCc1ccccc1)NC1(C(=O)N2CCN(c3ccccc3)CC2)CCCCC1	-10	-1%	1%	0	0.1%	-7%	-8%	-1	0	1%	-10
CCCCNC(=S)NNC(=O)c1ccc(Br)o1	-14	0%	.	-10	-0.5%	0%	-3%	3	-2	1%	-18
CCOC(=O)C(=CNc1ccccc1C)C(=O)OCC	24	1%	0%	-11	-0.2%	-5%	-1%	3	?	1%	-9
CCOC(=O)c1ccccc1NC(=O)C1COc2ccccc2O1 (stereo not given)	1	-7%	8%	4	-0.5%	3%	20%	6	21	2%	-13
CC(C)CCN(C(=O)CCCSc1nc2ccccc2[nH]1)c1c(N)n(Cc2ccccc2)c(=O)[nH]c1=O	-17	3%	.	3	-0.2%	.	.	.	1	.	-11
COc1ccc(Nc2nnc(Cc3ccc(Cl)cc3)c(=O)[nH]2)c(OC)c1	13	1%	0%	-4	0.0%	15%	4%	-1	-2	-3%	11
CC(C)CC(=O)Nc1ccnc(-c2ccncc2)n1	-4	2%	-2%	.	0.1%	1%	-1%	1	5	1%	0
